Screening results: PubChem, several laboratories
Ecoli viability = E. coli V3065 growth inhibition, primary screen, counter-screen for AddAB inhibitor project, absorbance, OD600; 18 h; inhibition, % at 11.9 µM; 0.27% of 330,000 active; AID 449728, 2010;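 active means inhibition above the campaign's mean inhibition across all tested compounds plus 3 SD, cut at about 9.9% in these data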;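 further: uninfected addAB+ strain grown without phage in ampicillin broth; 0% = DMSO wells and 100% = ciprofloxacin 0.95 µg/ml wells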
CAL PDZ FP-1 = untagged CAL PDZ binding inhibitors, primary screen, biochemical, fluorescence polarization, HTS | Golgi-associated PDZ and coiled-coil motif-containing protein (Homo sapiens), Q9HD26 | purified CAL PDZ, TMR-peptide fluorescence polarization, 1 h | inhibition, % at 24.9 µM | 0.92% of 300,000 active | AID 602252, 2012;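 active means mean inhibition of at least 30% with at least half of replicates also reaching 30%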;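 further: 0% = DMSO neutral control and 100% = excess unlabeled competitor peptide PRC23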
Wnt bcat act = Wnt/beta-catenin pathway activators, primary screen, cell-based, plate reader, single point. AID 743398, 2014. 1.2% of 300,000 active. activation, % at 9.35 µM. Wnt/beta-catenin reporter cell assay, activator; in the data active means activation above about 30%, passing the limit was not always enough;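 further: 0% = neutral control wells and 100% = positive control wells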
AddAB inh = growth inhibition of E. coli expressing H. pylori AddAB, primary screen, AddAB inhibitor project, absorbance; inhibition, % at 11.9 µM; 0.29% of 330,000 active; in the data active means inhibition above about 12%;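 further: 0% = vehicle wells of infected cells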
Tat transport = E. coli Tat export inhibitors, primary screen, MC4100, TorA-mCherry reporter, fluorescence, single point; inhibition, % at 10 µM; 0.036% of 340,000 active;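 active means mean replicate inhibition at least 50% and at least half of replicates individually reaching 50%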;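 further: exported cargo escapes ClpAP degradation while cytoplasmic cargo is degraded and loses fluorescence; 0% = median of neutral control wells and 100% = median of NaSCN control wells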
phage Ecoli inh = growth loss of phage-infected E. coli, primary screen, RecBCD inhibitor project, absorbance, with phage, HTS | inhibition, % at 11.9 µM | 0.26% of 360,000 active | AID 651602, 2012; in the data active means inhibition above about 11%
MITF act = activators of MITF-driven TRPM1 promoter reporter, primary screen, cell-based, SK-MEL-5, luciferase, single point; AID 588334, 2011; activation, % at 12.5 µM; 0.75% of 300,000 active; SK-MEL-5 TRPM1-promoter luciferase, 24 h; % of positive control, neutral wells = 0;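 active means mean activation of at least 80% with every replicate also reaching 80%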;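 further: 0% = neutral control wells and 100% = parthenolide positive control wells; values of inactives mirror those of a sister screen read the other way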
SR-BI HDL uptake = inhibitors of SR-BI mediated HDL lipid uptake, primary screen, ldlA[mSR-BI] cells, fluorescence, single point | Scavenger receptor class B member 1 (Mus musculus), Q61009 | ldlA[mSR-BI] CHO cells, DiI-HDL uptake fluorescence, 3 h | inhibition, % at 12.5 µM | 0.96% of 320,000 active;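 active means mean replicate inhibition of at least 70% and a set share of replicates each scoring 70 or more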;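 further: 0% = median of neutral control wells and 100% = median of positive control wells; values of inactives mirror those of a sister screen read the other way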
Target sequence (Q61009 whole entry, looked up): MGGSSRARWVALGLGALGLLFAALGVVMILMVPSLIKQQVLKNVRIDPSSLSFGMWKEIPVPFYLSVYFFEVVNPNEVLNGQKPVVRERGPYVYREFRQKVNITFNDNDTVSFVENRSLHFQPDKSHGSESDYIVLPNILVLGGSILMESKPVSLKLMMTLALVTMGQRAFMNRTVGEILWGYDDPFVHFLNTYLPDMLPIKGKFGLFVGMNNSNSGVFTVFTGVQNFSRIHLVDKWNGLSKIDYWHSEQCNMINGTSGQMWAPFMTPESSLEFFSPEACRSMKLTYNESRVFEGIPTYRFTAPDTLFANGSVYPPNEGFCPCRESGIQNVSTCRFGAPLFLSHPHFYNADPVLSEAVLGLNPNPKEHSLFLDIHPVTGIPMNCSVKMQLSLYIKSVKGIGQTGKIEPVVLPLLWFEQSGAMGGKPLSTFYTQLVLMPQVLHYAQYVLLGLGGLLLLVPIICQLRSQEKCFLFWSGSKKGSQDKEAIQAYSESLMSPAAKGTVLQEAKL
SR-BI DiI-HDL act = activators of SR-BI mediated DiI-HDL uptake, primary screen, ldlA[mSR-BI] CHO cells, DiI fluorescence; activation, % at 12.5 µM; 0.096% of 320,000 active; 3 h; 100 = double the neutral-control signal;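 active means mean replicate activation of at least 60% and every replicate at or above 60%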;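 further: 0% = median plate neutral-control signal and 100% = twice that signal; values of inactives mirror those of a sister screen read the other way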
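material = CHO ldlA[mSR-BI] cells | medium = Ham's F12 with 0.5% BSA, HEPES 25 mM, pH 7.4 | reagent = fluorescent DiI-HDL, 10 µg/mL final | compound dosing = single-point compound dose | incubation = 3 h, 37 °C | measured by = bottom-read fluorescence, 550/595 nm | measure = HDL uptake via cellular fluorescence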
CAL PDZ FP-2 = CAL PDZ peptide-binding inhibitors, primary screen, biochemical, fluorescence polarization, Cer-tagged CAL PDZ, HTS; purified CAL PDZ, TMR-peptide fluorescence polarization, 1 h; inhibition, % at 20 µM; 0.02% of 330,000 active; AID 504414, 2011;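 active means highest replicate inhibition of at least 40%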;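 further: plate controls were DMSO neutral control wells for no effect and unlabeled competitor peptide control wells for full effect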
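Read-out basis: mP drop reported as inhibition | Assay system: Tagged CAL PDZ protein CerCALP, purified | Benchmarks: Unlabelled peptide for full inhibition, DMSO wells as neutral | Schedule: 1 h incubation at room temperature before polarization reading | Buffer or medium: Sodium phosphate/NaCl buffer pH 7.4 with TCEP, IgG, Thesit | Doses: Single point, 20 µM | Measured by: Fluorescence polarization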
Active calls of the source: *; . = not tested or not shown.

SMILES	Ecoli viability	CAL PDZ FP-1	Wnt bcat act	AddAB inh	Tat transport	phage Ecoli inh	MITF act	SR-BI HDL uptake	SR-BI DiI-HDL act	CAL PDZ FP-2
COc1ccc(S(=O)(=O)N(C(=O)c2ccncc2)c2ccc(OC(=O)c3ccncc3)cc2)cc1	-3.0	-0.3	-1.4	1.7	0.4	4.6	-9.0	-12.7	12.7	-0.6
COc1cc(OC)cc(C(=O)NNc2nc3cc4c(cc3s2)OCO4)c1	-4.0	.	0.6	0.9	-8.3	-1.1	.	13.0	-13.0	-1.0
Cc1noc(C)c1COc1ccccc1C(=O)N(C)Cc1ccc(C(C)(C)C)cc1	0.9	.	-4.8	0.0	12.7	-0.3	-12.4	-1.0	1.0	-1.3
CCOC(=O)c1cc2nc(-c3ccccc3)cc(C)n2n1	0.0	-0.3	-0.8	5.3	1.5	1.6	.	28.1	-28.1	-0.3
COc1ccc(C(C)=O)cc1CSC(=N)N	-0.1	.	-0.3	4.9	-11.9	5.6	-7.0	0.3	-0.3	-1.1
O=C(Cc1ccc(O)cc1)N/N=C/c1cccnc1	.	-3.4	0.7	.	3.9	1.3	-10.2	-17.1	17.1	-0.6
COCC(C)n1c(SCC(=O)NCCC2=CCCCC2)nc2ccccc2c1=O (centres undefined)	0.8	-2.4	3.8	3.1	-1.3	1.9	.	-17.7	17.7	-3.1
COC(=O)CC1=Nc2ccccc2NC(=O)C1	-0.5	5.0	2.7	1.1	0.5	3.0	-1.8	-10.5	10.5	-0.2
Cc1cc(=O)[nH]c(=O)n1Cc1ccccc1	-0.2	7.9	-2.7	0.9	2.0	3.2	2.5	-10.9	10.9	0.4
Clc1ccc(-c2nc3ccncc3[nH]2)cc1	0.2	1.6	.	7.9	-6.5	2.3	49.8	-21.0	21.0	-2.7
Cc1ccc(-c2cc(-c3ccc(F)cc3)n[nH]2)c(O)c1	.	-5.0	15.7	.	4.6	4.5	25.1	17.3	-17.3	0.6
CC(C)[C@H](NC(=O)Nc1ccc2c(c1)OCCO2)C(=O)O	-1.5	-5.4	.	0.8	-6.5	2.8	0.4	-21.0	21.0	-1.6
O=C(CCN1C(=O)/C(=C/c2ccccc2F)SC1=S)Nc1cccnc1	-1.2	-3.9	-0.9	1.1	0.3	-1.0	-0.6	8.4	-8.4	0.4
Cc1ccc(OCC(=O)O/N=C(\N)c2cccnc2)cc1	1.8	.	14.0	1.7	-3.2	2.4	36.6	-14.1	14.1	-1.3
Cc1ccc(C2C(C#N)=C(N)Oc3cc(C)oc(=O)c32)o1 (centres undefined)	-2.6	-5.1	1.1	-1.0	-6.4	-1.1	1.1	.	.	-1.9
O=C(CNC(=O)c1cccc(Br)c1)NCCc1nc2ccccc2[nH]1	-2.4	.	.	1.1	-2.2	3.5	5.9	-8.9	8.9	-2.9
CN1CCN(C(=O)CC2(CC(=O)O)CCCC2)CC1	-0.6	.	-0.9	3.4	-2.7	3.4	-24.0	-18.2	18.2	0.2
COc1ccc(NCC(=O)Nc2cc(S(=O)(=O)N3CCOCC3)ccc2N2CCOCC2)c(OC)c1	0.9	10.5	-1.8	0.3	-0.4	2.8	-6.9	.	.	-0.5
COc1ccc(CCN2C(=O)CC(NC34CC5CC(CC(C5)C3)C4)C2=O)cc1OC (centres undefined)	0.7	4.6	-2.7	6.0	0.2	0.8	-1.7	-6.4	6.4	-2.6
COc1ccc(OCc2cc(C(=O)NC3CCOCC3)no2)c2ccccc12	0.2	-2.3	2.4	-0.1	-5.7	1.5	-30.0	-13.6	13.6	-0.8
CC(=O)c1ccc(OCCNS(=O)(=O)c2ccc(-n3cnnn3)cc2)cc1	-0.7	1.9	-1.3	2.5	-5.6	1.7	-6.4	-12.1	12.1	-2.2
O=C(NCc1ccccn1)C1CCC(=O)N1C1CCCC1 (centres undefined)	-0.3	.	-1.6	0.9	4.0	1.0	6.7	-0.6	0.6	-0.5
CCn1nc(CC(=O)Nc2nnc(CC(=O)N3CCOCC3)s2)c2ccccc2c1=O	-1.4	-1.5	.	0.7	-14.4	1.7	-0.9	-27.1	27.1	1.5
O=C(C1CCN(c2nnc(N3CCCC3=O)s2)CC1)N1CCN(Cc2ccc3c(c2)OCO3)CC1	.	1.0	.	.	4.1	1.2	-8.1	-2.8	2.8	0.4
CN(C)S(=O)(=O)c1cc(NC(=O)COC(=O)C2CSC3(C)CCC(=O)N23)ccc1Cl (centres undefined)	-1.7	3.9	2.1	1.2	2.9	2.5	-9.4	18.5	-18.5	0.6

Grouped by structure: those above containing a COOH group
SMILES	Ecoli viability	CAL PDZ FP-1	Wnt bcat act	AddAB inh	Tat transport	phage Ecoli inh	MITF act	SR-BI HDL uptake	SR-BI DiI-HDL act	CAL PDZ FP-2
CC(C)[C@H](NC(=O)Nc1ccc2c(c1)OCCO2)C(=O)O	-1.5	-5.4	.	0.8	-6.5	2.8	0.4	-21.0	21.0	-1.6
CN1CCN(C(=O)CC2(CC(=O)O)CCCC2)CC1	-0.6	.	-0.9	3.4	-2.7	3.4	-24.0	-18.2	18.2	0.2

Back to the main list, repeating the two entries before the break.
SMILES	Ecoli viability	CAL PDZ FP-1	Wnt bcat act	AddAB inh	Tat transport	phage Ecoli inh	MITF act	SR-BI HDL uptake	SR-BI DiI-HDL act	CAL PDZ FP-2
O=C(C1CCN(c2nnc(N3CCCC3=O)s2)CC1)N1CCN(Cc2ccc3c(c2)OCO3)CC1	.	1.0	.	.	4.1	1.2	-8.1	-2.8	2.8	0.4
CN(C)S(=O)(=O)c1cc(NC(=O)COC(=O)C2CSC3(C)CCC(=O)N23)ccc1Cl (centres undefined)	-1.7	3.9	2.1	1.2	2.9	2.5	-9.4	18.5	-18.5	0.6
CCc1cccc(C)c1NS(=O)(=O)c1cc(Br)cnc1N	0.0	-0.8	-2.5	3.7	-2.7	2.8	-10.9	-6.2	6.2	-2.8
O=C(CN1C(=O)CCC1=O)Nc1nc(-c2ccccn2)cs1	-0.5	-10.2	-1.3	2.3	-0.6	1.1	-0.2	-1.7	1.7	-1.1
CCOC(=O)CSC1=C(C#N)C(C)C2=C(CCCC2=O)N1 (centres undefined)	-1.6	.	.	2.7	7.0	1.0	.	7.5	-7.5	-0.6
O=C(O)CC1(CC(=O)Nc2nccs2)CCCCC1	.	-1.7	-4.1	.	-1.8	1.0	11.6	11.5	-11.5	-1.2
CS(=O)(=O)c1cnc(-c2ccccc2)nc1Sc1ccc(F)cc1	0.0	2.0	5.7	-0.2	5.2	0.4	1.4	31.6	-31.6	0.2
OCC1(Cc2ccc(Cl)cc2)CCN(Cc2ccc(Oc3ncccn3)cc2)CC1	-1.4	-5.9	-2.1	1.6	0.9	3.6	1.3	11.5	-11.5	-1.4
Cc1ccc(CNC(=O)CSc2nc3[nH]ncc3c(=O)[nH]2)cc1	3.1	.	-0.4	2.2	2.3	3.4	13.5	-10.0	10.0	-0.4
CCOc1ccc(-c2nnc3n2N=C(c2ccc(OC)cc2)CS3)cc1	-0.7	-0.7	.	1.3	-4.0	3.4	.	35.0	-35.0	-2.9
COc1ccccc1NC(=O)CN1CCC(c2nc3ccccc3[nH]2)CC1	0.6	.	-1.1	2.5	-3.6	3.3	-1.2	-2.8	2.8	-1.1
COc1ccccc1N1N=C(C(=O)c2ccccc2)C2C(=O)N(c3ccc(Br)cc3)C(=O)C21 (centres undefined)	-1.3	.	6.0	1.2	.	-1.5	.	.	.	.
Cc1nn(C2CCS(=O)(=O)C2)c(C)c1CN(C)C(=O)c1ccc(Cl)cc1 (centres undefined)	-0.3	-3.2	11.1	0.8	-1.8	0.0	2.2	1.3	-1.3	-1.3
O=C(CNC(=O)c1ccc(Cl)cc1Cl)OCc1nnc(-c2ccccc2)o1	2.2	-4.5	-0.3	-2.2	-6.9	0.3	21.5	10.7	-10.7	-2.1
Cc1ccccc1C1c2[nH]c3ccccc3c2CCN1Cc1cccn1-c1ncccn1 (centres undefined)	-1.2	25.4	-2.9	0.9	-1.4	-1.1	-18.0	.	.	-1.2
O=C(NCC1CCCO1)c1ccc(Cl)c(S(=O)(=O)Nc2ccccc2)c1 (centres undefined)	1.9	-2.6	-0.1	1.8	-1.1	-1.3	-5.9	0.6	-0.6	0.5
CCN(CC)c1ccc(/C=N/NC(=O)c2nnn(-c3nonc3N)c2C(C)C)c(O)c1	19.7*	-0.1	-4.3	26.9*	-32.4	11.1*	-70.6	132.6*	-132.6	-0.8
CCCSc1nsc(SCCC)c1C#N	3.2	-1.3	3.7	-1.4	-8.8	0.7	39.7	9.0	-9.0	-0.9
CSc1nnc(-c2sccc2-n2cccc2)o1	0.2	.	-0.9	0.8	0.2	1.9	-6.5	14.5	-14.5	-0.6
Cc1occc1C(=O)N=Nc1c(O)n(C)c2ccccc12	-1.2	-2.2	.	2.1	4.6	0.6	27.1	8.7	-8.7	0.7
COc1cc2c(cc1NC(=O)COC(=O)/C=C/c1ccccc1)oc1ccccc12	0.3	-5.2	-1.5	3.4	1.2	4.2	-15.4	-21.3	21.3	-0.6
CCN(CC)CCCn1c2c(c(SCC(=O)Nc3ccc4c(c3)OCCO4)nc1=O)CCC2	-2.7	0.5	-0.4	2.8	-3.2	5.0	3.7	-10.3	10.3	-2.8
CN1CCN(S(=O)(=O)c2cccc(C(=O)Nc3sccc3C#N)c2)CC1	-0.3	-20.0	-1.9	1.8	-7.7	2.3	4.1	3.4	-3.4	0.4
COc1ccc(Cn2c(C)c(C)c(C#N)c2NC(=O)Nc2ccc(F)cc2)cc1	0.3	-6.7	1.7	-0.5	6.8	0.9	-31.9	-9.3	9.3	.
CCOC(=O)CN1C(=O)COc2ccc(Cl)cc21	-2.1	.	.	0.9	0.4	2.1	-4.7	14.6	-14.6	-1.9
CCCc1cc(=O)[nH]c(SCC(=O)N(C)C2CCS(=O)(=O)C2)n1 (centres undefined)	1.2	0.5	.	-0.7	4.2	2.0	-1.2	-10.0	10.0	-0.3
CNc1ccccc1C(=O)OC(C)C(=O)Nc1ccc(S(=O)(=O)N2CCCC2)cc1 (centres undefined)	1.9	.	-1.3	0.1	0.1	0.7	1.8	53.9	.	0.1
COc1ccc(CN(C)C(=O)Cn2cnc3c(SC)nc(N)nc32)cc1OC	-2.0	-1.6	-3.9	1.5	-0.4	5.6	-16.9	4.6	-4.6	0.9
O=C(NCC1CCCO1)C1CCC(N2C(=O)c3ccccc3C2=O)CC1 (centres undefined)	-1.5	-2.3	1.4	1.4	1.0	0.4	1.3	-24.3	24.3	-2.2
CCCCCCCCC(=O)NCCOc1ccc(OC)cc1	0.0	-1.5	1.0	-1.2	3.8	2.8	9.2	-12.4	12.4	-0.9
